D2 ag = HTS Assay for Allosteric Agonists of the Human D2 Dopamine Receptor: Primary Screen for Agonists; activation, % at 2 µM; 0.53% of 340,000 active; HEK293 T-REx D2 cells, calcium flux agonist mode; D(2) dopamine receptor (Homo sapiens), P14416;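 active = activation over 3 SD above normal in the single-dose calcium agonist read, cut at about 30% in these data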; note: 0% is about no effect
Target sequence (P14416 whole entry, looked up): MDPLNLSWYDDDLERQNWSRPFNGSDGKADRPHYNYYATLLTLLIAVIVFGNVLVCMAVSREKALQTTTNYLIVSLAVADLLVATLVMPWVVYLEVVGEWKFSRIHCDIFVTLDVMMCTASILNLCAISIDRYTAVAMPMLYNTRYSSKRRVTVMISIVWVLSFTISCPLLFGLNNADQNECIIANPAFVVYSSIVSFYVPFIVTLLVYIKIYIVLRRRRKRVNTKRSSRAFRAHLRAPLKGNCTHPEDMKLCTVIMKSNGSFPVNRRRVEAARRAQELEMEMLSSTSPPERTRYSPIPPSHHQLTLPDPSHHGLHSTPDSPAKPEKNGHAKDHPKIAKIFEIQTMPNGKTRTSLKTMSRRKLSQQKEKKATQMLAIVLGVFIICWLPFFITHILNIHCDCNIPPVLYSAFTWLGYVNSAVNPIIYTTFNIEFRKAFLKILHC
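Agonism is scored from calcium flux in a force-coupled, inducible HEK293 cell line expressing D2, read kinetically for 180 s after compound addition against dopamine controls.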
IDH1 R132H inh = qHTS for Inhibitors of mutant isocitrate dehydrogenase 1 (IDH1): qHTS; 0.093% of 390,000 active; IDH1-R132H enzyme, NADPH consumption, diaphorase/resazurin fluorescence; Isocitrate dehydrogenase [NADP] cytoplasmic (Homo sapiens), O75874; Potency, µM (series often up to 76.6 µM), inactives show top-dose activity change, negative = inhibition, usual class: inhibitors; note: potency is the fitted concentration of half-maximal effect; % is set by controls: 0 for no effect and ±100 for the full control effect; nearly all actives have a fitted effect of over 65% in size
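IDH1-R132H (0.5 ug/mL) preincubated 30 min with compound, then NADPH (0.016 mM) and alpha-KG (2 mM) added; 80 min at RT, pH 7.5. Remaining NADPH coupled via diaphorase/resazurin to fluorescence (540/590 nm); concentration-response curves normalized to no-enzyme control.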
USP1-UAF1 inh = Inhibitors of USP1/UAF1: Primary Screen | Ubiquitin carboxyl-terminal hydrolase 1 (Homo sapiens), O94782 | recombinant USP1/UAF1, Ub-Rhodamine cleavage fluorescence | Potency, µM (series often up to 57.1 µM), without a hit: top-dose activity change, negative = inhibition, actives largely listed as inhibitors | 0.23% of 390,000 active; note: potency is the fitted concentration of half-maximal effect; % is set by controls: 0 for no effect and ±100 for the full control effect; nearly all actives have a fitted effect of over 60% in size; inactives centre near -12
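1 nM enzyme complex + cpd, 15 min RT; start with Ub-Rho 150nM final; kinetic fluorescence ex 480/em 540, 6 reads q60 s. Buffer 50mM HEPES pH 7.8, 0.5mM EDTA, 0.1 mg/ml BSA, 1mM TCEP, 0.01% Tween-20.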
TRHR agonist = qHTS for Small Molecule Agonists and Allosteric Enhancers of Human TRH Receptor: Primary Screen for Agonists; Thyrotropin-releasing hormone receptor (Homo sapiens), P34981; TRHR cells, calcium flux fluo-8, FDSS agonist mode; activation, % at 2 µM; 0.18% of 360,000 active; AID 493084, 2011; in the data active = activation above about 30%; note: 0% is about no effect
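Agonist-mode FDSS calcium read (Ex 480/Em 530, 1 s cycles) in 1536-well TRHR cells with fluo-8 dye, after 10-cycle baseline and 23 nL compound addition; TRH at EC20 (10 nM final) added afterwards for the enhancer phase.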
Pin1 inh = qHTS Assay to Find Inhibitors of Pin1; Potency, µM (titrated, usually from 115 µM), inactives show top-dose activity, negative = inhibition, hits mostly inhibitors; Pin1 FP peptide displacement, HiFluor488, 10 min; 0.009% of 390,000 active; AID 504891, 2011; active = well fitted inhibition curve with a large enough effect in the polarisation, with a control signal flat, not every such curve was filed as active; inconclusive = small, poorly fitted or top-dose-only effect, or effect the other way, or a change in a side signal; inactive = no such curve, though single readings can be large or run the other way; the % refers to the polarisation; note: potency is the fitted concentration of half-maximal effect; % is set by controls: 0 for no effect and ±100 for the full control effect
Target sequence (Q13526 whole entry, looked up): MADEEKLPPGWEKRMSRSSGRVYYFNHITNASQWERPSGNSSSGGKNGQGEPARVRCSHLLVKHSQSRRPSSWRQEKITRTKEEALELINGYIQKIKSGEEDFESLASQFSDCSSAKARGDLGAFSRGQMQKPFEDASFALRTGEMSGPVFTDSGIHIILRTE
TRHR enhancer = qHTS for Small Molecule Agonists and Allosteric Enhancers of Human TRH Receptor: Primary Screen for Enhancers | TRHR cells, fluo-8 calcium fluorescence, EC20 TRH enhancement | 0.66% of 360,000 active | enhancement, % at 2 µM; in the data active = enhancement above about 30%; note: 0% is about no effect
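Enhancer read-out: after compound pinning and an initial kinetic agonist-mode read, an EC20 of TRH (10 nM final) was injected and fluo-8 calcium signal (Ex 480/Em 530) followed at 1 s/cycle for 100 cycles in TRHR-expressing cells.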
D2 antag = HTS Assay for Allosteric Antagonists of the Human D2 Dopamine Receptor: Primary Screen for Antagonists; D(2) dopamine receptor (Homo sapiens), P14416; HEK293 TREx D2 cells, calcium flux, dopamine EC80; inhibition, % at 10 µM; 2% of 340,000 active; AID 485344, 2010; in the data active = inhibition above about 30%; note: 0% is about no effect
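Tetracycline-induced HEK293 T-REx cells expressing D2 force-coupled to calcium signalling were dye-loaded, exposed to compound for 180 s, then challenged with an EC80 of dopamine; calcium flux was followed kinetically for a further 180 s.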
TrxR1 inh = qHTS Assay for Inhibitors of Mammalian Selenoprotein Thioredoxin Reductase 1 (TrxR1): qHTS; recombinant rTrxR1, NADPH fluorescence consumption, selenite substrate; AID 588453, 2011; Potency, µM (series often up to 114 µM), without a hit: at the top dose activity change, negative = inhibition, most hits filed as inhibitors; Thioredoxin reductase 1, cytoplasmic (Rattus norvegicus), O89049; 1% of 390,000 active; note: potency is the fitted concentration of half-maximal effect; % is set by controls: 0 for no effect and ±100 for the full control effect; nearly all actives have a fitted effect of over 65% in size
Target sequence (O89049 whole entry, looked up): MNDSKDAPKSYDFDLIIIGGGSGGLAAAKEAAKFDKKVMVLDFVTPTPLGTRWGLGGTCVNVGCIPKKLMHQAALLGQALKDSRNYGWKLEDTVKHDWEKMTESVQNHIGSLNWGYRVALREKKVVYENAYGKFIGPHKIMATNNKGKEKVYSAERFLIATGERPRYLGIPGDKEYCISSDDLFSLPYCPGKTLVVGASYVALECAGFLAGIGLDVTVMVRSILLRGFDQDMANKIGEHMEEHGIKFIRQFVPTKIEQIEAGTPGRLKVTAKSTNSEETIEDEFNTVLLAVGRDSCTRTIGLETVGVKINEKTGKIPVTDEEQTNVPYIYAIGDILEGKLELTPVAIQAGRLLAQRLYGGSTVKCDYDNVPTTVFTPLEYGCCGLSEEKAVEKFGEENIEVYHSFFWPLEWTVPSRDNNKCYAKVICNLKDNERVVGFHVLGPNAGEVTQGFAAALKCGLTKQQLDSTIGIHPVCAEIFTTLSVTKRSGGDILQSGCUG
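Rat TrxR1 (90 nM in the dispensed reagent) was pre-reduced with 400 uM NADPH for 5 min at room temperature, then incubated with compound for 15 min. After 400 uM selenite was added, NADPH fluorescence (Ex 340/Em 450 nm) was followed for 8 min.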
TrxR1 substrate = qHTS Assay for Substrates of Mammalian Selenoprotein Thioredoxin Reductase 1 (TrxR1): qHTS. 0.01% of 390,000 active. Potency, µM (doses to about 114 µM), inactives show top-dose activity change, negative = substrate turnover. Thioredoxin reductase 1, cytoplasmic (Rattus norvegicus), O89049. purified TrxR1 substrate turnover, NADPH consumption readout; note: potency is the fitted concentration of half-maximal effect; % is set by controls: 0 for no effect and ±100 for the full control effect; nearly all actives have a fitted effect of over 50% in size
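Rat TrxR1, dispensed at 90 nM, was prereduced with 400 uM NADPH (final) for 5 min at ~22 deg C, then incubated with compound 15 min before 400 uM selenite. A first-read NADPH fluorescence drop versus no-compound background flagged substrates.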
* hit, by the source's call; u = inconclusive; x = not tested or not shown; & = joins results of further samples; [ ] = dose if it differs, or a comment. Unless noted, calls come from the whole dose curve; as a rule, active = well fitted inhibition curve with a large enough effect; inconclusive = small, poorly fitted or top-dose-only effect; inactive = no such curve, though single readings can be large or run the other way.

SMILES	D2 ag	IDH1 R132H inh	USP1-UAF1 inh	TRHR agonist	Pin1 inh	TRHR enhancer	D2 antag	TrxR1 inh	TrxR1 substrate
CN(C)c1ncc(C(=O)O)cn1	-0.2	2%	4%	0.4	-24%	0	11	15%	15%
Cc1cc2c(c(SCC#N)n1)C(=O)OC2	1.5	-2%	-28%	0.5	-5%	-2	-5	21%	8%
COc1ccc(NC(=O)CSc2nnc(Cc3ccccc3)o2)c(OC)c1	0.6	4%	-29%	-0.3	-4%	1	-7	19%	-1%
CCSc1nnc(NC(=O)C2(C)Cc3ccccc3C(=O)O2)s1 (stereo not drawn)	-2.6	1%	-5%	0.2	-3%	-2	23	13%	-3%
Cc1cc2cc(CN(CC3CCCO3)C(=S)NCc3ccco3)c(=O)[nH]c2cc1C (stereo not drawn)	-0.1	-3%	-8%	-0.9	19%	-6	7	-10%	-8%
CC(C)(C)NC(=O)c1cnn(-c2ccccc2)c1NC(=O)c1ccccc1	0.4	-2%	-4%	0.4	4%	-1	16	19%	-2%
COC(=O)c1ccc(NC(=O)Cn2nc(C)cc2C)cc1	1.1	0%	8%	0.4	-6%	7	-2	5%[57.1 µM]	-7%[57.1 µM]
Cc1ccc(NC(=O)CSc2nnc(Cc3csc(C)n3)o2)cc1	0.3	4%	-5%	0.5	7%	-2	-1	6%	-5%
C=CCn1c(=O)c2ccccc2n2c(SC(C)C(=O)Nc3nc(-c4ccccc4)cs3)nnc12 (stereo not drawn)	-0.8	-3%	-6%	-0.4	14%	1	-3	3%	-2%
O=C(CN(Cc1cccs1)C(=O)c1csnn1)NC1CCCC1	x	1%	-20%	0.0	u	-1	x	0%[57.1 µM]	6%[57.1 µM]
CC(C)Sc1nc(N)nc2c1ncn2C1OC(CO)C(O)C1O (stereo not drawn)	x	0%	-6%	x	5%	x	x	-2%[2.29 µM]	2%[57.1 µM]
Cc1cc(NC(=O)c2cccc(S(=O)(=O)N3CCOCC3)c2)c2ccccc2n1	-0.4	0%	-14%	-0.1	-1%	13	13	4%	3%
O=C(Cc1cccc(NC(=O)C2CCN(C(=O)c3ccccc3)CC2)c1)Nc1cccc(C(=O)N2CCCC2)c1	1.1	-11%	4%	1.0	0%	-8	0	24%[57.1 µM]	7%[57.1 µM]
O=C1C=C(c2ccc3ncccc3c2)C[C@@H](c2ccc(F)cc2)C1	0.5	8%	-33%	0.2	4%	-3	9	11%[57.1 µM]	-9%[57.1 µM]
CCC(=O)N1CCN(c2ccc(NC(=O)c3cc4ccccc4o3)cc2Cl)CC1	0.3	28%	-1%	-0.5	4%	13	25	18%[57.1 µM]	4%[57.1 µM]
CNC(=O)c1sc(N2N=C3/C(=C/c4ccccc4)CCCC3C2c2ccccc2)nc1C (stereo not drawn)	6.9	-7%	-20%	18	u	-16	1	-16%	1%
Cc1ccnc(N2CCCC(C(=O)NC3CC3)C2)n1 (stereo not drawn)	2.7	2%	-13%	-0.4	8%	0	12	12%	18%
O=C(NC1CCN(Cc2ccccc2)CC1)c1cc(-c2ccccn2)nc2ccccc12	-0.3	-2%	-11%	-0.1	3%	-3	3	9%	5%
Cc1ccc(-c2nc(CS(=O)(=O)CC(=O)NCc3ccccc3Cl)c(C)o2)cc1	0.8	-14%	-24%	0.9	3%	1	x	-7%	0%
CN(C)C(CNC(=O)C1CCN(S(=O)(=O)c2cccc(Cl)c2Cl)CC1)c1ccccc1 (stereo not drawn)	1.4	8%	u	0.5	1%	-4	4	4%	14%
COc1ccc(Cc2nnc(NS(=O)(=O)c3ccccc3)s2)cc1	0.2	0%	-1%	1.2	0%	3	11	-10%	-2%
Cc1cc(C)c(OCC(=O)Nc2ccccc2N2CCCCC2)c(C)c1	3.5	6%	-19%	0.9	2%	11	9	13%	-3%
O=C(NCCc1ccccc1)c1cc(Sc2ccc(F)cc2F)nc2ccccc12	0.6	-4%	-6%	1.0	3%	-4	x	11%[57.1 µM]	-4%[57.1 µM]
NS(=O)(=O)c1ccc(CCNC(=O)CCCC2=NS(=O)(=O)c3ccccc3N2)cc1	-0.2	1%	-2%	-0.2	-1%	-4	-3	5%	-2%
COC(=O)c1onc(-c2c(C)cc(C)cc2C)c1C(=O)OC	-0.3	1%	3%	0.2	-2%	6	20	-22%	-16%
(list continues)
SMILES	D2 ag	IDH1 R132H inh	USP1-UAF1 inh	TRHR agonist	Pin1 inh	TRHR enhancer	D2 antag	TrxR1 inh	TrxR1 substrate
O=C(O)C(c1ccccc1)C1CCCCC1O (stereo not drawn)	x	-1%	8%	x	-11%	x	x	-7%[2.29 µM]	-6%[2.29 µM]
CC(C)Cc1nc(C(N)=O)c2[nH]c(=O)n(-c3ccc(F)cc3)c2n1	0.4	-3%	0%	0.5	-2%	11	-5	-10%	0%
COc1ccc(NC(=O)CC2SC(N3CCCCC3)=NC2=O)cc1OC (stereo not drawn)	-0.2	0%	-8%	0.3	3%	1	41*	11%	2%
CC(=O)NC(c1ccco1)c1cc(Cl)c2ccccc2c1O (stereo not drawn)	x	x	x	-0.4	4%	8	x	7%[57.1 µM]	6%[57.1 µM]
O=S(=O)(NCCCc1ccccc1)c1ccccc1	0.5	1%	-13%	-1.0	2%	-7	0	10%[57.1 µM]	-10%
COc1ccc(Nc2nc(N)nc(CSC(=S)N3CCCCC3C)n2)cc1 (stereo not drawn)	-0.1	10%	-13%	-0.7	-4%	5	-4	33%	3%
O=C(NCCc1csc(-c2cccnc2)n1)c1cccs1	-0.2	8%	-20%	-0.6	-3%	5	-9	-12%[57.1 µM]	-4%[57.1 µM]
COc1ccc([C@@H]2CC=C(C(=O)O)[C@H](c3ccc(Cl)cc3)N2S(=O)(=O)c2ccc(Cl)cc2)cc1	x	-11%	7%	-0.2	u	-2	x	7%	1%
Cc1cc(NC(=O)CN2C(=O)NC3(CCCCC3)C2=O)no1	1.2	4%	-17%	0.5	-7%	-5	-10	15%	6%
O=C(CSc1nnc(-c2ccncc2)n1CC1CCCO1)Nc1cccc(O)c1 (stereo not drawn)	-0.7	3%	-15%	-0.5	8%	-1	-16	19%[57.1 µM]	9%[57.1 µM]
C[C@H](NC(=O)c1ccccc1F)C(=O)N1CCC2(CC1)NCCc1[nH]cnc12	0.1	-2%	-17%	0.7	-13%	-3	4	7%	2%
N#Cc1ncc(C(F)(F)F)cc1Oc1cccnc1	0.6	-4%	-10%	-0.5	0%	-3	0	5%[57.1 µM]	-1%[57.1 µM]
O=C(Nc1c(-c2ccc(F)cc2)nc2ccccn12)c1ccc(F)cc1	0.2	5%	0%	0.5	1%	18	11	8%	3%
CCOc1ccc(N2CC(C(=O)NC3CCCCCC3)CC2=O)cc1 (stereo not drawn)	0.2	0%	0%	-0.5	-11%	3	-8	12%	0%
COC(=O)c1ccccc1NC(=O)N1c2ccccc2CC1C (stereo not drawn)	1.3	9%	-10%	0.3	2%	-5	-3	10%	1%
Cn1c(=O)c2cc(C(=O)NCCCN3CCN(c4ccccc4F)CC3)sc2c2ccccc21	x	-9%	2%	-0.1	-10%	-7	x	4%	2%
Cn1cccc1C(=O)OCC(=O)Nc1sccc1C#N	x	4%	-15%	x	u	x	x	-6%[11.4 µM]	-6%[11.4 µM]
Cc1occc1C(=O)NNC(=O)C1CCCCC1	-4.0	1%	-7%	0.2	-2%	4	-18	-11%	-8%
CC1(C)CC(=O)C2=C(C1)OC(N)=C(C#N)C21C(=O)N2CCCc3cccc1c32 (stereo not drawn)	0.3	1%	-6%	0.7	2%	4	-2	22%	5%
Cc1cc(C(=O)NCCCOC(C)C)c2ccccc2n1	0.1	1%	0%	-0.2	-11%	1	5	9%	4%
CCc1cccc(NC(=O)CCCn2c(=O)[nH]c3ccsc3c2=O)c1	0.6	-7%	-10%	-0.6	-10%	-8	-6	35%	5%
Cc1nc(-c2ccc(S(=O)(=O)Nc3cccc(S(N)(=O)=O)c3)s2)cs1	-0.3	8%	-12%	0.4	-5%	4	-11	15%[57.1 µM]	-6%
O=C(CCNS(=O)(=O)c1cccc2nsnc12)NC1CCN(Cc2ccccc2)CC1	0.2	-3%	-17%	-0.5	-2%	-1	1	-5%	-6%
CCc1nn(CCCC(=O)NCc2ccc(OC(C)C)cc2)c(=O)c2cc3occc3n12	1.0&0.4	-3%	-8%&-14%	1.0&0.7	1%&1%	-1&2	0	9%&9%	-5%&3%
CCc1ccc(NC(=O)CC2C(=O)N(c3ccc(C)cc3)C(=O)N2CCc2ccncc2)cc1 (stereo not drawn)	-1.0&-1.2	0%&-3%	-14%&-19%	-0.6&-1.3	-3%&0%	5&-3	9	17%&-2%	-6%&-2%

In the list so far, 3 have a COOH group.
SMILES	D2 ag	IDH1 R132H inh	USP1-UAF1 inh	TRHR agonist	Pin1 inh	TRHR enhancer	D2 antag	TrxR1 inh	TrxR1 substrate
CN(C)c1ncc(C(=O)O)cn1	-0.2	2%	4%	0.4	-24%	0	11	15%	15%
O=C(O)C(c1ccccc1)C1CCCCC1O (stereo not drawn)	x	-1%	8%	x	-11%	x	x	-7%[2.29 µM]	-6%[2.29 µM]
COc1ccc([C@@H]2CC=C(C(=O)O)[C@H](c3ccc(Cl)cc3)N2S(=O)(=O)c2ccc(Cl)cc2)cc1	x	-11%	7%	-0.2	u	-2	x	7%	1%

This is a subset (hit frequency here may not be typical).
